NPYLR7 ag: activates Aedes aegypti NPYLR7 receptor; HEK293T NPYLR7/Galpha15, GCaMP6s calcium fluorescence; activation, % at 10 µM; 270,000 compounds, 0.15% hits; AID 1259423; in the data active means activation above about 40%;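 further: 0% = vehicle and 100% = reference agonist at the receptor; some compounds past the cut are filed as inactive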
mcGAS lum: inhibitors of mouse cGAS. Q8C6L5. recombinant cGAS, Kinase-Glo ATP depletion luminescence. inhibition, % at 12.5 µM. 160,000 compounds, 0.15% hits. AID 1259399;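 further: 0% = negative control wells and 100% = reference inhibitor with no enzyme activity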
hcGAS inh: human cGAS inhibition; Q8N884; recombinant h-cGAS, ATP depletion, Kinase-Glo luminescence; inhibition, % at 12.5 µM; 290,000 compounds, 0.081% hits;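 further: 0% = vehicle reaction and 100% = reaction without DNA for no activity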
Target sequence (Q8N884 whole entry, looked up): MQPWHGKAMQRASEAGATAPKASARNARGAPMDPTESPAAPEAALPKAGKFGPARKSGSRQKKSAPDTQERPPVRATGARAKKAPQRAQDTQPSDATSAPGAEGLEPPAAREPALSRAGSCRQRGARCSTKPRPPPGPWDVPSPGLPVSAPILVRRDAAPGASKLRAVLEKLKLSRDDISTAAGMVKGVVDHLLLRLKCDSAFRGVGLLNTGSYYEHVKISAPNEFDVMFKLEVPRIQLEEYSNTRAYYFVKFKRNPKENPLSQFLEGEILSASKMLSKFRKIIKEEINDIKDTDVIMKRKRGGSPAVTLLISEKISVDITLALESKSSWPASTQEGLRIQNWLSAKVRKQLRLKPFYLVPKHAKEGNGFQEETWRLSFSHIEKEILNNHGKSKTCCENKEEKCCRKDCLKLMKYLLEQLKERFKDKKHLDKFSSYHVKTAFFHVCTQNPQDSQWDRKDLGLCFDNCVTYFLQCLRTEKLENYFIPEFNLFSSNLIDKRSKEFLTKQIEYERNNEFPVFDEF
Starred values were filed as active, the others as inactive; x = not tested or not shown; & = joins results of further samples. Unless noted, no stated cut-off is given here; in the data, active means inhibition above about 40%; inactive means the rest.

(1) O=C(CN1C(=O)NC2(CCCCC2)C1=O)N1CCN(C(=O)c2ccco2)CC1
(2) COc1ccc(OC)c2c(N3CCOCC3)cc(C(F)(F)F)nc12
(3) COc1ccc(C2(C(=O)N3CCNC(C(=O)O)C3)CC2)cc1 (configuration not stated)
(4) c1ccc2c(c1)CCN(C1CCN(Cc3cccc4nccnc34)CC1)C2
(5) CC(C)OCC(=O)N1CCCC(C(=O)c2ccc(C(F)(F)F)cc2)C1 (configuration not stated)

assay / entry | 1 | 2 | 3 | 4 | 5
NPYLR7 ag | 1 | 15 | 6 | 11 | 13
mcGAS lum | 0 | -4 | -16 | x | x
hcGAS inh | 1 | -2 | -9 | -8 | -4

(6) c1csc(-c2noc(CN3CCCN(c4nc5ccccc5s4)CC3)n2)c1
(7) COc1ccc(-c2c(-c3ccc(OC)cc3O)n[nH]c2C)cc1
(8) CC(=O)CC(C)(C)NC(=O)CCN1CCC(C(=O)Nc2ccccc2)CC1
(9) COc1cc(C2CC(=O)Nc3cc4[nH]ncc4cc32)cc2c1OCO2 (configuration not stated)
(10) CC(C)C(=O)Nc1ccc(C2=Nn3cc(-c4ccccc4)nc3SC2)cc1

assay / entry | 6 | 7 | 8 | 9 | 10
NPYLR7 ag | 7&1 | 4 | 6 | 6 | 6
mcGAS lum | -9 | x | x | x | -5
hcGAS inh | -4&-6 | -4 | -7 | -2 | -3

Four compounds drawn at random from the list so far, as already listed:
(10) CC(C)C(=O)Nc1ccc(C2=Nn3cc(-c4ccccc4)nc3SC2)cc1
(7) COc1ccc(-c2c(-c3ccc(OC)cc3O)n[nH]c2C)cc1
(6) c1csc(-c2noc(CN3CCCN(c4nc5ccccc5s4)CC3)n2)c1
(8) CC(=O)CC(C)(C)NC(=O)CCN1CCC(C(=O)Nc2ccccc2)CC1

assay / entry | 10 | 7 | 6 | 8
NPYLR7 ag | 6 | 4 | 7&1 | 6
mcGAS lum | -5 | x | -9 | x
hcGAS inh | -3 | -4 | -4&-6 | -7

Additional records:
(11) O=C(CCCc1cccs1)N1[C@H]2CCNC[C@@H]1CC2
(12) Cc1c(C2CCCCC2)noc1N
(13) CC1(c2ccccc2)NC(=O)N(NC(=O)c2cc(Cl)c[nH]2)C1=O (configuration not stated)
(14) COC(=O)Nc1cc(NC(=O)c2ccc(C)cc2C)ccc1F
(15) CN(C)S(=O)(=O)c1ccc2[nH]c(=O)[nH]c2c1

assay / entry | 11 | 12 | 13 | 14 | 15
NPYLR7 ag | 6 | -1 | 15 | -25 | 3
mcGAS lum | -16 | x | -13 | x | x
hcGAS inh | -6 | -10 | -6 | -1 | 6

(16) CC(C)(C)C1CCc2sc(C(=O)N3CCCC(C(=O)Nc4nncs4)C3)cc2C1 (configuration not stated)
(17) O=S(=O)(Oc1ccc(Cl)cc1CNCc1ccc(F)cc1)c1ccc(F)cc1
(18) CC(C)(C)C(=O)c1sc2c(c1N)c(=O)[nH]c(=O)n2CC1CCCO1 (configuration not stated)
(19) CC(NC(=O)C(C)(C)Oc1ccc(Cl)cc1)c1cccs1 (configuration not stated)
(20) Cc1cccc(COC(CN2CCN(C(=O)NC(=O)c3ccccc3)CC2)c2ccc(Cl)cc2)c1 (configuration not stated)

assay / entry | 16 | 17 | 18 | 19 | 20
NPYLR7 ag | -6 | 5 | 8 | 14 | -4
mcGAS lum | x | -4 | x | -8 | -6
hcGAS inh | -8 | -1 | -6 | -9 | -6

(21) Cc1ccnc(NCCNC(=O)c2ccc(NC(=O)C3CCC3)cc2)c1
(22) COc1c(C)cnc(CN(C)C(=O)c2[nH]c3c(c2C)C(=O)CCC3)c1C
(23) Cc1nc2ncc3c(=O)n(-c4ccc(Br)cc4)ccc3n2n1
(24) Cc1nn(-c2ccc(C#N)cc2)c(N)c1C
(25) Cc1cc(=O)oc2cc(OCC(=O)N3CCCC(C(F)(F)F)C3)ccc12 (configuration not stated)

assay / entry | 21 | 22 | 23 | 24 | 25
NPYLR7 ag | 5 | 8 | 2 | 6 | -1
mcGAS lum | x | x | x | x | -5
hcGAS inh | -6 | -16 | -4 | -10 | -1

(26) CN1C(=CP(=O)(N(C)C)N(C)C)C(C)(C)c2ccccc21
(27) COc1ccccc1-n1nc(CC(C)C)nc1CCn1c(C)cc(C)nc1=O
(28) O=C1c2ccccc2C(=O)N1Cc1cc(Cl)cc2c3c([nH]c12)CCCC3
(29) CC(C)COC1CC(OC(=O)c2ccc(F)cc2F)C1(C)C (configuration not stated)
(30) COc1cccc(CSc2nnc(C(C)NC(=O)c3ccccc3OC)n2-c2cc(Cl)ccc2C)c1 (configuration not stated)

assay / entry | 26 | 27 | 28 | 29 | 30
NPYLR7 ag | 1 | 18 | 5 | 0 | -2
mcGAS lum | x | x | x | x | -6
hcGAS inh | 3 | -11 | -5 | -11 | -14

Exported as tab-separated lines: part of the list above
item	SMILES	NPYLR7 ag	mcGAS lum	hcGAS inh
26	CN1C(=CP(=O)(N(C)C)N(C)C)C(C)(C)c2ccccc21	1	x	3
27	COc1ccccc1-n1nc(CC(C)C)nc1CCn1c(C)cc(C)nc1=O	18	x	-11
28	O=C1c2ccccc2C(=O)N1Cc1cc(Cl)cc2c3c([nH]c12)CCCC3	5	x	-5

Continuation:
(31) CCn1nc(C)c(C(=O)NCc2csc(-c3cnccn3)n2)c1C
(32) CCOC(=O)c1cc(=O)c2ccccc2n1C
(33) O=C(NCC1(Cn2cccn2)CC1)c1cccc2c1NCCC2
(34) CC1CCCN(S(=O)(=O)NCc2ccccc2Cl)C1 (configuration not stated)
(35) Cc1cc(C)cc(CC(=O)N2CCC2(C)C(=O)NS(=O)(=O)c2ccccc2C(F)(F)F)c1 (configuration not stated)

assay / entry | 31 | 32 | 33 | 34 | 35
NPYLR7 ag | 25 | -7 | 6 | 5 | 4
mcGAS lum | x | -1 | -10 | x | x
hcGAS inh | -8 | -2 | -6 | -10 | -11

(36) COC(=O)CS(=O)(=O)c1ccc2c(c1)S(=O)(=O)N=CN2
(37) N#Cc1c(N)sc2c1CCN(c1nccc(C(F)(F)F)n1)C2
(38) Cn1nc(CC2CCN(Cc3ccncc3)CC2)n(-c2ccccc2)c1=O
(39) CCCC(C)NC(=O)C1CC(=O)N(C(C)(C)C)C1 (configuration not stated)
(40) CC(c1cccs1)N(C)C(=O)Cc1[nH]nc2ccccc12 (configuration not stated)

assay / entry | 36 | 37 | 38 | 39 | 40
NPYLR7 ag | 7 | 8 | 24 | x | 24
mcGAS lum | -11 | 2 | -17 | -6 | -17
hcGAS inh | -5 | -3 | -8 | -4 | -4

(41) CCCCCCC(=O)Nc1ccc(C2SCC(=O)N2c2cc(F)ccc2F)cc1 (configuration not stated)
(42) CCOc1ccc(-c2cc(=O)n(CC(=O)NCc3ccccn3)cn2)cc1
(43) CCCc1[nH]n(-c2ccccc2)c(=O)c1C1=C(N2CCOCC2)C(=O)N(Cc2ccco2)C1=O
(44) O=C(Nc1ccc2c(c1)OCO2)N1CCc2ccccc2C1c1ccc(F)cc1 (configuration not stated)
(45) COc1cc(C(C)=O)ccc1Oc1cccc(Cl)c1C#N

assay / entry | 41 | 42 | 43 | 44 | 45
NPYLR7 ag | -4 | 13 | 4&-2 | -1 | -2
mcGAS lum | -4 | x | -6&-5 | -6 | x
hcGAS inh | -2 | -2 | -11&1 | -3 | 2

(46) CC(=O)Nc1ccc(CN(C)c2c(C)nc3ccc(C(=O)N4CCCC(C(N)=O)C4)cn23)cc1 (configuration not stated)
(47) Cc1nnc(NC(=O)CSc2nc(CC(=O)NCc3cccs3)cc(=O)[nH]2)s1
(48) CC(=O)c1cccc(N=Nc2c(-c3ccc([N+](=O)[O-])cc3)[nH]n(-c3ccccc3)c2=O)c1
(49) CCCc1cc(C(=O)N2CCC3(CC2)c2ccccc2[C@@H](NC(=O)c2ccccn2)[C@@H]3OC)n(C)n1
(50) CCc1ccc(S(=O)(=O)NCC(CO)Cc2ccccc2)cc1 (configuration not stated)

assay / entry | 46 | 47 | 48 | 49 | 50
NPYLR7 ag | 17 | -20 | -5 | 23 | 4
mcGAS lum | -3 | -7 | x | -11 | x
hcGAS inh | -5 | -2 | -13 | -8 | 6

(51) CCOC(=NCc1cccnc1)NC(=O)c1ccc2c(c1)OCO2
(52) Cc1cc(=O)n(CC(=O)N2CCN(c3ccccc3)CC2)c(-n2nc(C)cc2C)n1
(53) O=C(C=CNc1cccnc1)C(F)(F)F
(54) Cc1oc(C)c(-c2ccoc2)c1C(=O)NCCC(c1ccccc1)c1ccccc1
(55) CC1(C)C(=O)CC[C@@]2(C)C1C[C@@H](O)[C@@]1(C)C3=CC(=O)O[C@@H](c4ccoc4)[C@]3(C)CCC21 (some centres not stated)

assay / entry | 51 | 52 | 53 | 54 | 55
NPYLR7 ag | 8 | -5 | 0 | -3 | x
mcGAS lum | -6 | -7 | x | -3 | -5
hcGAS inh | -10 | -7 | -5 | -4 | -8

(56) COCCN(Cc1cc(NC(=O)COC)ccc1N(C)C)C(=O)c1ccco1
(57) CC(=O)O[C@@H]1c2c(ccc3ccc(=O)oc23)OC(C)(C)[C@@H]1OC(=O)CC(C)C
(58) COc1ccc(Cl)cc1C(=O)Oc1coc(CSc2nc(C)cs2)cc1=O
(59) CCC(CO)N(Cc1ccccc1C)C(=O)c1ccc(OC)o1 (configuration not stated)
(60) Cc1c(C)c2c(c(C)c1O)CCC(C)(C(=O)NCCCO)O2 (configuration not stated)

assay / entry | 56 | 57 | 58 | 59 | 60
NPYLR7 ag | 0 | -4 | -10 | x | -9
mcGAS lum | 1 | x | 3 | -7 | -5
hcGAS inh | 2 | 2 | 3 | -8 | -7

(61) C/C(=C/C(=O)N(C)Cc1cc(C)on1)c1ccc(F)cc1
(62) CC1ON=C(c2ccccn2)N(Cc2ccc3c(c2)OCO3)C1=O (configuration not stated)
(63) COc1ccc2nc(CCN(C)Cc3cc4n(n3)CCCNC4)[nH]c2c1
(64) CCN(CC(=O)NC(C)(C)C)c1ncnc2c1oc1ccccc12
(65) C=CCCC(O)CN(CCOC)Cc1c(C)nn(-c2ccc(F)cc2)c1Oc1cccc(F)c1 (configuration not stated)

assay / entry | 61 | 62 | 63 | 64 | 65
NPYLR7 ag | 4 | 5 | 3 | 2 | -2
mcGAS lum | x | x | x | -17 | -4
hcGAS inh | -6 | -1 | -5 | -8 | -5

(66) CC=CCn1c(=O)c2c(nc3n(-c4ccccc4O)c(C)cn23)n(C)c1=O
(67) COc1ccc(Cl)cc1C(=O)N1CCN(C2=NN=C(c3cccs3)CS2)CC1
(68) O=C(NC1c2ccccc2-c2ccccc21)c1cn[nH]n1
(69) Clc1ccc(C2c3cccn3CCCN2Cc2ccc3c(c2)OCCO3)cc1 (configuration not stated)
(70) CSc1ccc(C2CC(=O)Nc3c2c(C)nn3-c2ccc3nncn3n2)cc1 (configuration not stated)

assay / entry | 66 | 67 | 68 | 69 | 70
NPYLR7 ag | 1 | 0 | 4 | -2 | -1
mcGAS lum | x | x | x | 1 | x
hcGAS inh | -8 | -11 | -8 | 0 | -6

(71) CC1(CNC(=O)C2CCC2)CCOCC1
(72) O=[N+]([O-])OCC(CO[N+](=O)[O-])O[N+](=O)[O-]
(73) Cc1ccc(CNC(=O)CSc2nc(=O)n3ccc(C)cc3n2)cc1
(74) COc1ccc(Cl)cc1/C=C/C(=O)NC(c1n[nH]c(C)n1)C(C)C (configuration not stated)
(75) Cc1ccc(CNC(C)c2ccc(N3CCN(C)CC3)c(F)c2)o1 (configuration not stated)

assay / entry | 71 | 72 | 73 | 74 | 75
NPYLR7 ag | x | 7 | 2 | -3 | 4
mcGAS lum | -6 | x | 0 | x | x
hcGAS inh | -15 | 5 | 0 | -2 | 6

(76) O=C1NC(=S)N/C1=C\c1ccc(Oc2ccc([N+](=O)[O-])cn2)cc1
(77) Cc1nc2ncnn2c(N2CCN(C(=O)c3ccc(Br)cc3)CC2)c1Cc1ccccc1
(78) CCCN(CCC)c1nc(OC)nc(-n2nnc(C(C)=O)c2C)n1
(79) Cc1ccc2cc(CCNC(=O)C(C)(C)Oc3ccc(Cl)cc3)c(=O)[nH]c2c1
(80) CCOC(=O)c1cnc2ccc(Cl)cc2c1NCc1ccccc1

assay / entry | 76 | 77 | 78 | 79 | 80
NPYLR7 ag | 9 | x | -5 | 0 | 2
mcGAS lum | -4 | 3 | x | -7 | -8
hcGAS inh | -6 | 4 | -7 | -11 | -9

Whole records as entered above. Order of screens: NPYLR7 ag, mcGAS lum, hcGAS inh
Cc1nc2ncnn2c(N2CCN(C(=O)c3ccc(Br)cc3)CC2)c1Cc1ccccc1 across the screens: x, 3, 4
CCCN(CCC)c1nc(OC)nc(-n2nnc(C(C)=O)c2C)n1 across the screens: -5, x, -7
Cc1ccc2cc(CCNC(=O)C(C)(C)Oc3ccc(Cl)cc3)c(=O)[nH]c2c1 across the screens: 0, -7, -11
CCOC(=O)c1cnc2ccc(Cl)cc2c1NCc1ccccc1 across the screens: 2, -8, -9
O=C1NC(=S)N/C1=C\c1ccc(Oc2ccc([N+](=O)[O-])cn2)cc1 across the screens: 9, -4, -6

Remaining list, next part.
(81) N#Cc1ccc(COC(CN2CCN(C(=O)c3ccc(F)c(F)c3)CC2)c2cccc(N3CCCC3)c2)cc1 (configuration not stated)
(82) CCc1nc2c(OCc3ccc(Cl)cc3)cccn2c1N(C=O)Cc1ccccc1
(83) CC(C)c1ccc(CC(=O)N2CCC2(C)C(=O)NS(=O)(=O)Cc2ccccc2C(F)(F)F)cc1 (configuration not stated)
(84) CN(C)CCCN(C)C(=O)C1CC(=O)N(Cc2ccc(Cl)cc2)C1 (configuration not stated)

assay / entry | 81 | 82 | 83 | 84
NPYLR7 ag | 6 | 6 | -1 | 3
mcGAS lum | -6 | -3 | -1 | x
hcGAS inh | -10 | -2 | -4 | -3
